# High-throughput results deposited in PubChem BioAssay by several laboratories.
# Measles CPE – protection of cells from measles virus | Measles virus-infected cells, CPE protection, absorbance | protection (pct of control), % at 4 µM | 140,000 compounds, 1.5% hits | AID 841; in the data active means protection mostly above about 24%, no sharp cut-off; inactive means mostly below about 26%; further: some compounds called inactive have numbers as strong as hits
# Phagocytosis inh – blocks phagocytosis by macrophages. J774A.1 macrophage IgG-bead phagocytosis, imaging. inhibition, % at 5 µM. 110,000 compounds, 0.07% hits. AID 1029;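 active means inhibition above the mean of the plate negative controls plus 5 SD, cut at about 13% in these data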;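 further: phagocytic index as fraction of beads internalized from green versus red external bead signal; plate controls were DMSO negative control for no effect and cytochalasin-D positive control for full effect; some results beyond the cut were filed as inactive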
# Yeast lifespan up – extends the lifespan of yeast; S. cerevisiae growth with nicotinamide, OD615; deaD strain in restrictive glucose medium; inhibition of the nicotinamide effect, % at 10 µM; 130,000 compounds, 0.68% hits; AID 775;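 active means inhibition above a set limit, placed 3 SD over the median of all compounds, cut at about 26% in these data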;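 further: 0% = nicotinamide-treated wells and 100% = cells grown without nicotinamide; some compounds called inactive have numbers as strong as hits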
#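 System: DeaD-strain S. cerevisiae / Buffer or medium: CSMM-D, restrictive glucose (dextrose) synthetic minimal medium / Probe or stimulus: nicotinamide, 1.5 mM, co-present with compound / Compound: one concentration, 10 µM, DMSO 0.25% / Incubation: 48 h compound exposure at 30 °C, humidified / Technique: optical density (absorbance) at 615 nm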
# E-sel TNF inh – blocks E-selectin expression induced by TNF alpha | HUVEC TNFa-induced E-selectin immunofluorescence, high content | inhibition, % at 2 µM | 120,000 compounds, 0.71% hits;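 active means inhibition above the batch mean plus 3 SD, and confirmed as a hit on visual image review, cut at about 43% in these data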;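 further: 0% = TNF-stimulated DMSO wells and 100% = unstimulated control wells; not every result past the cut was called active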
# Yeast growth inh – chemicals that inhibit yeast BB579 growth in restrictive medium (lifespan-shortening candidates); S. cerevisiae BB579 growth, OD615, 48 h; inhibition, % at 10 µM; 140,000 compounds, 0.51% hits;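 active means inhibition above a set limit, 3 SD over the mean compound inhibition, cut at about 44% in these data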; further: inactives centre near -24
#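 test system = yeast BB579 (DeaD) | buffer or medium = restrictive CSMM-D medium | doses = single compound dose of 10 µM, 0.25% DMSO final | times = 4 h preincubation and 48 h exposure at 30 °C | technique = culture absorbance at 615 nm | benchmarks = amphotericin B 10 µg/mL, positive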
# NPY Y2 blocker – blocks the human neuropeptide Y Y2 receptor | P49146 | NPY-Y2 expressing cells, antagonist mode | inhibition, % at 2.7 µM | 140,000 compounds, 0.99% hits | AID 793; in the data active means inhibition above about 17%;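 further: 0% = vehicle with agonist challenge and 100% = reference antagonist with challenge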
# Target sequence (P49146 whole entry, looked up): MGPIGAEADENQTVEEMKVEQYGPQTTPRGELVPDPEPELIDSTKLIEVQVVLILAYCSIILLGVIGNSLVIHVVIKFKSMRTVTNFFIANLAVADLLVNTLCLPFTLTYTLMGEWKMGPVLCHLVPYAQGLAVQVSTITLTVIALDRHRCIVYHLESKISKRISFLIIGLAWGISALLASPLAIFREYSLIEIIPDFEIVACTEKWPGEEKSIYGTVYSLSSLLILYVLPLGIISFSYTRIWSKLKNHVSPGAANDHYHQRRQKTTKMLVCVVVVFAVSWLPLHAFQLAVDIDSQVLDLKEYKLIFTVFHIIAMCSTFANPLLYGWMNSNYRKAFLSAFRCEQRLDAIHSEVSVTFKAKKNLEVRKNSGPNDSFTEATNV
# PTEN del growth – PTEN-deleted cell growth suppression; HCT116 PTEN-null viability, CellTiter-Glo, 60 h; active compounds read low; viability, % at 10 µM; 140,000 compounds, 1.2% hits;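 active means viability at or below a set limit, 4 SD under the median of all tested compounds, cut at about 3.7% in these data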;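 further: PTEN knockout HCT116 line with beta catenin targeted HCT116 as companion control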
# MRP-1 activ – MRP-1 activation. viability increase, % at 10 µM. H69AR cells + doxorubicin, viability rescue, CellTiter-Glo. 140,000 compounds, 0.61% hits;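 active means viability gain under doxorubicin at or above a set limit, the compound median plus 3 SD, cut at about 4.7% in these data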;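 further: MRP-1 overexpressing cells given doxorubicin 25 µM after compound pretreatment; 18-22 h compound pretreatment then 72 h with doxorubicin before readout; 0% = doxorubicin-only wells and 100% = vehicle-treated cells without doxorubicin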
# bCat KO growth – beta-catenin-lacking colon tumor cell growth suppression | viability, % at 10 µM | 140,000 compounds, 1.5% hits | AID 818 | HCT116 beta-catenin knockout viability, CellTiter-Glo, 60 h; active compounds read low;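 active means viability at or under a set limit, the compound median less 4 SD, cut at about 6% in these data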;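 further: 0% = Hyamine 1622 control at 20 µM and 100% = untreated cell control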
# GALR2 blocker – GALR2 (human) receptor antagonism. O43603. GALR2-expressing cells, antagonist mode. inhibition, % at 4 µM. 140,000 compounds, 0.39% hits. AID 828; in the data active means inhibition above about 27%;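 further: cells stimulated with galanin 1-16 at roughly its EC80; 0% = agonist challenge control and 100% = basal control without agonist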
# Target sequence (O43603 whole entry, looked up): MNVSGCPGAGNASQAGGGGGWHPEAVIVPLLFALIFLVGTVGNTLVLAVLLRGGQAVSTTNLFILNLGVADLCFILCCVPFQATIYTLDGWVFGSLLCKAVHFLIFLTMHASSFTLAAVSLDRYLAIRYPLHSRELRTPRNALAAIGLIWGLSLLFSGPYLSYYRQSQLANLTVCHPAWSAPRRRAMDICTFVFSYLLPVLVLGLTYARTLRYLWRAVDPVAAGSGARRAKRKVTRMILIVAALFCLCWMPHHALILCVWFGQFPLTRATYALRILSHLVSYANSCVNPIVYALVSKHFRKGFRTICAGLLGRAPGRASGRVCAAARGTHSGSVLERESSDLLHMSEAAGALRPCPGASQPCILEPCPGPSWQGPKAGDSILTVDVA
# The depositor's hits bear a star; . = not tested or not shown.
no.	structure	Measles CPE	Phagocytosis inh	Yeast lifespan up	E-sel TNF inh	Yeast growth inh
1	O=C(Nc1ccc(Cl)cc1)Nc1nnc(SCc2ccccc2)s1	11	-9	-3	.	-39
2	COc1ccc(S(=O)(=O)N(CCN2CCOCC2)Cc2cc(OC)ccc2OC)cc1	7	0	-14	-29	-5
3	CCOc1ccc(CCNC(=O)C2CCN(c3nn4c(=O)cc(C)nc4s3)CC2)cc1	2	-2	-15	.	-11
4	CC1Cc2ccccc2N1C(=O)c1nn(C)cc1Br (configuration not stated)	6	-1	2	.	-40
5	Cc1ccc(C(=O)NN2C(=O)C3C4c5ccccc5C(c5ccccc54)[C@@H]3C2=O)cc1 (some centres not stated)	5	-10	-2	.	-7
6	CCOC(=O)CSC1=C(C#N)C(c2ccccc2OCC)C(C#N)C(=O)N1 (configuration not stated)	2	2	0	22	-1
7	O=C(N/C=N/OCc1ccc(Cl)cc1Cl)NOCc1c(Cl)cccc1Cl	4	0	27	-3	-29
8	Oc1c(C=Nc2cccc3nsnc23)ccc2ccccc12	6	-2	-9	8	-26

no.	NPY Y2 blocker	PTEN del growth	MRP-1 activ	bCat KO growth	GALR2 blocker
1	-2	67	0.4	93	-4
2	1	78	-0.8	88	9
3	-1	91	-1.4	92	2
4	1	90	-2.1	94	3
5	-1	90	-1.2	88	-2
6	3	91	-2.7	95	18
7	5	48	-0.5	38	-8
8	-3	84	-4.1	85	18

# (further entries)
no.	structure	Measles CPE	Phagocytosis inh	Yeast lifespan up	E-sel TNF inh	Yeast growth inh
9	Cc1cccc(NC(=O)C(C)OC(=O)c2ccccc2NS(=O)(=O)c2cc(C)c(C)c([N+](=O)[O-])c2)c1 (configuration not stated)	17	-9	-1	.	-42
10	Cc1nn(C)cc1/C=C1\CCC/C(=C\c2cn(C)nc2C)C1=O	18	.	-6	-45	-48
11	O=C(C1Cc2ccccc2CN1S(=O)(=O)c1ccc(F)cc1)N1CCCCCC1 (configuration not stated)	7	.	13	-5	-20
12	COc1ccc2c(-c3ccccc3)cc3nnnn3c2c1	12	-1	-13	.	-53
13	O=C(N1CCN(CCO)CC1)N1c2ccccc2C=Cc2ccccc21	6	0	-8	22	-4
14	CN(C)c1ccc(P(=O)(Nc2cccc(C(F)(F)F)c2)N2CCOCC2)c(NC(=O)c2cccs2)c1 (configuration not stated)	4	-10	7	9	-55
15	CCCCN(CC(=O)Nc1c(C)cccc1CC)C(=O)SCC	32	-1	-8	4	15
16	O=C(Cn1cc(C(F)(F)F)cc(Cl)c1=O)NCCc1ccccc1	13	-6	-3	.	-2

no.	NPY Y2 blocker	PTEN del growth	MRP-1 activ	bCat KO growth	GALR2 blocker
9	-1	47	-2.2	48	-8
10	-1	87	-1.5	86	12
11	-3	65	-2.8	81	6
12	5	78	-1.2	79	11
13	-1	94	-1.1	90	3
14	6	68	-3.6	70	5
15	31*	73	-3.1	72	2
16	2	93	-1.7	94	14

# Further records follow:
no.	structure	Measles CPE	Phagocytosis inh	Yeast lifespan up	E-sel TNF inh	Yeast growth inh
17	CC(=O)Nc1ccc(S(=O)(=O)N(C)CC(=O)Nc2ccccc2N2CCOCC2)cc1	0	1	-9	.	-15
18	COc1ccc(S(=O)(=O)N(C)CC(=O)NCCC2=CCCCC2)cc1C	6	-2	-3	0	-22
19	CC(C)c1nc2n[nH]c(N)c2c2c1CSC(C)(C)C2	0	1	-5	7	-7
20	O=C1NC(c2ccccc2)=C(c2nc3ccccc3s2)C(c2ccccc2)N1 (configuration not stated)	3	-1	0	-9	-56
21	Cc1ccc(S(=O)(=O)NC(=O)Nc2ccccc2F)cc1	4	.	.	4	-5
22	COc1cc2c(cc1OC)-c1cc(N3CCCc4ccccc43)nc(=O)n1CC2	4	3	-5	.	-53
23	Cc1cc(-c2n[nH]c(=S)n2Cc2ccco2)n(C)n1	16	-5	0	.	-13
24	CCOC(=O)CC(NC(=O)c1ccc(C)cc1)c1ccc(C)cc1 (configuration not stated)	5	1	-4	9	-22

no.	NPY Y2 blocker	PTEN del growth	MRP-1 activ	bCat KO growth	GALR2 blocker
17	2	101	1.0	92	12
18	5	81	-0.1	87	1
19	-2	91	-2.8	89	-13
20	11	68	-7.1	82	-10
21	3	101	0.4	93	2
22	136*	80	-1.2	81	-2
23	2	99	-1.4	105	-1
24	2	90	-1.4	89	2

# (more compounds)
no.	structure	Measles CPE	Phagocytosis inh	Yeast lifespan up	E-sel TNF inh	Yeast growth inh
25	CSc1nnc(Cn2c(=O)sc3ccccc32)n1-c1ccccc1	8	1	-2	.	20
26	O=C(N/N=C/c1ccc(O)c(O)c1)c1ccc(CSc2cccc3cccnc23)cc1	5	-1	-6	14	-55
27	CCCCNC(=O)CCn1c(=O)c2ccccc2n(Cc2cc(C)ccc2C)c1=O	13	-10	1	.	-9
28	Cc1ccc(-n2nc(C(=O)NCc3ccco3)c3c4ccccc4n(C)c3c2=O)cc1	7	.	-6	.	-35
29	CCSc1nc(=O)n(-c2ccccc2)c(C)c1C(C)=S	13	.	.	2	-28
30	Cc1ccc(C2C(C(=O)O)c3ccccc3C(=O)N2C)c(C)c1 (configuration not stated)	9	-2	7	8	-48
31	CC1=C(C(N)=O)C(c2ccccc2)n2nc(-c3cccc(C)c3)nc2N1 (configuration not stated)	12	0	3	21	-42
32	O=C(c1cnccn1)N(c1ccccc1)C1(C(=O)NC2CCCCC2)CCCCC1	9	-2	0	.	-17

no.	NPY Y2 blocker	PTEN del growth	MRP-1 activ	bCat KO growth	GALR2 blocker
25	3	106	-1.6	99	5
26	1	78	-5.3	73	7
27	2	8	-4.3	9	-8
28	14	58	-2.4	53	-8
29	3	103	0.1	100	0
30	3	103	-0.6	98	-1
31	-1	86	-4.7	91	-2
32	7	84	-2.4	82	4

# Later entries.
no.	structure	Measles CPE	Phagocytosis inh	Yeast lifespan up	E-sel TNF inh	Yeast growth inh
33	Cc1ccc(C(=C2C3C=CC2C2C(=O)NC(=O)C32)c2ccc(C)cc2)cc1 (configuration not stated)	16	-1	-7	-1	-56
34	O=C1CC(c2cccc(Cl)c2)CC(O)=C1C=Nc1ccccc1 (configuration not stated)	12	-8	-1	2	0
35	CN(C)c1ccc(NC(=S)c2ccccn2)cc1	19	-6	-3	.	-11
36	COCCCn1c(SCc2nnc(-c3ccc(OC)c(OC)c3)o2)nc2ccccc2c1=O	13	.	.	4	-56
37	O=c1[nH][nH]c(-c2ccccc2O)c1C(C[N+](=O)[O-])c1cccc(Cl)c1 (configuration not stated)	5	-1	15	.	-22
38	Cc1ccc(/C=c2\sc3n(c2=O)CN(c2cccc(Br)c2)CN=3)o1	7	.	-17	62*	-37
39	CCOC(=O)C(=CNc1cc(C)nn1-c1ccc(Cl)cc1)C(=O)OCC	0	0	-8	8	-24
40	O=C(NCCc1ccccc1)C1CCN(S(=O)(=O)c2cccc3nonc23)CC1	14	0	-6	14	-30

no.	NPY Y2 blocker	PTEN del growth	MRP-1 activ	bCat KO growth	GALR2 blocker
33	0	89	-1.4	88	-2
34	18*	101	-3.2	79	15
35	-3	70	-4.5	69	1
36	16	76	-2.4	83	-1
37	5	8	-4.0	5.9*	19
38	2	106	-1.5	93	4
39	9	91	-3.6	87	-5
40	3	102	-1.4	108	-8

# The closing five compounds of the part before come first, to join the parts.
no.	structure	Measles CPE	Phagocytosis inh	Yeast lifespan up	E-sel TNF inh	Yeast growth inh
36	COCCCn1c(SCc2nnc(-c3ccc(OC)c(OC)c3)o2)nc2ccccc2c1=O	13	.	.	4	-56
37	O=c1[nH][nH]c(-c2ccccc2O)c1C(C[N+](=O)[O-])c1cccc(Cl)c1 (configuration not stated)	5	-1	15	.	-22
38	Cc1ccc(/C=c2\sc3n(c2=O)CN(c2cccc(Br)c2)CN=3)o1	7	.	-17	62*	-37
39	CCOC(=O)C(=CNc1cc(C)nn1-c1ccc(Cl)cc1)C(=O)OCC	0	0	-8	8	-24
40	O=C(NCCc1ccccc1)C1CCN(S(=O)(=O)c2cccc3nonc23)CC1	14	0	-6	14	-30
41	O=c1[nH]c2ccc(Br)cc2c(-c2ccccc2)c1CN1CCOCC1	23	0	-8	.	19
42	Cc1cc2n(n1)C(c1cn(-c3ccccc3)nc1C)Nc1c(C)cccc1-2 (configuration not stated)	32	.	.	22	-30
43	Brc1ccc(-c2nnc3sc(CNCc4ccc5c(c4)OCO5)cn23)cc1	17	0	3	-21	-90
44	CCc1cc(=O)oc2cc(C)c(CN3CCCC(C)C3)c(O)c12 (configuration not stated)	5	1	30*	-34	-35
45	CCN(CC)S(=O)(=O)c1ccc(-c2nnc(SCc3nnc(-c4ccccc4)o3)o2)cc1	4	0	-8	1	-43
46	CC(C)CC(c1nnnn1Cc1ccccc1)N1CCN(C(=O)c2ccco2)CC1 (configuration not stated)	2	0	-7	.	-34
47	Cc1cc(N2C(=O)C3C4C=CC(C4)C3C2=O)no1 (configuration not stated)	25	1	-8	-20	2
48	O=c1cc(-c2ccccc2)[nH][nH]1	5	.	.	-27	-30

no.	NPY Y2 blocker	PTEN del growth	MRP-1 activ	bCat KO growth	GALR2 blocker
36	16	76	-2.4	83	-1
37	5	8	-4.0	5.9*	19
38	2	106	-1.5	93	4
39	9	91	-3.6	87	-5
40	3	102	-1.4	108	-8
41	0	63	-4.3	62	-4
42	4	65	1.9	60	7
43	8	94	-0.4	97	-6
44	1	77	-0.3	85	12
45	2	8	-2.2	22	-6
46	12	91	-3.3	97	-7
47	2	97	-1.0	102	-8
48	1	94	-1.2	105	-3

# (further entries)
no.	structure	Measles CPE	Phagocytosis inh	Yeast lifespan up	E-sel TNF inh	Yeast growth inh
49	O=C(CN1C(=O)c2ccccc2C1=O)NCCc1c[nH]c2ccccc12	14	-7	0	-33	-37
50	NC(=O)C1CCN(Cc2nnnn2Cc2ccco2)CC1	17	0	-4	10	-15
51	COc1ccc(C)cc1NC(=O)c1ccc(NC(=O)CC2SC(N3CCCC3)=NC2=O)cc1 (configuration not stated)	7	0	-3	.	-26
52	N#CC(=C1SC=CS1)c1nc(-c2ccccc2)cs1	11	0	-5	.	-22
53	COc1cccc(CNC(=O)CCCCCn2c(=S)[nH]c3ccc(N4CCOCC4)cc3c2=O)c1	18	-7	1	.	-40
54	CCC(C)NS(=O)(=O)c1ccc(NC(=O)CCC2CCCCC2)cc1 (configuration not stated)	5	.	-11	-11	7
55	CCOc1ncccc1C(=O)OCC(=O)N1CCN(S(=O)(=O)c2ccccc2)CC1	22	-1	-10	0	24
56	COc1ccc(NC(=O)c2c(-c3ccccc3)noc2C)c(OC)c1	10	-2	-21	8	19
57	C=CCc1cc(Cl)ccc1OCCCNC(C)C	3	-4	0	-9	-17

no.	NPY Y2 blocker	PTEN del growth	MRP-1 activ	bCat KO growth	GALR2 blocker
49	3	97	-0.6	91	23
50	0	116	0.5	94	6
51	-1	97	-1.7	96	4
52	1	87	-2.0	84	11
53	0	90	1.7	91	-3
54	1	96	-3.3	90	1
55	1	118	0.0	96	-4
56	0	108	-3.0	105	-6
57	5	56	-4.0	63	-11
